# Assay outcomes (PubChem)
# Rab9 prom act: activates the Rab9 promoter; Huh7 Rab9 promoter-luciferase reporter, luminescence, 24 h; Potency, µM (highest dose often 9.22 µM), without a hit: at the top dose activation, negative = inhibition, usual class: activators; hit rate 2.8% among 320,000; note: potency is the fitted concentration of half-maximal effect; % of control where 0% means no effect; nearly all actives have a fitted effect of over 60% in size
#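 Steps: seed 1500 Huh7 Rab9-luc cells per well, rest 2 h at 37 °C; add compound in DMSO; incubate 24 h; add luciferase reagent, 10 min ambient; read luminescence.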
# BRCA1 expr up: BRCA1 expression activation; MCF7-BRCA1-FFLuc reporter, luminescence, 48 h; response scale: scaled: vehicle 0%, 10 µM genistein 100%; Potency, µM (highest dose often 46.1 µM), without a hit: at the top dose activation, most hits filed as activators; hit rate 1.1% among 380,000; AID 624202; note: potency is the fitted concentration of half-maximal effect; nearly all actives have a fitted effect of over 80% in size; some results filed as inactive show a strong effect at the top dose
#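 48 h compound treatment of MCF7-BRCA1-FFLuc cells (phenol-red free MEM, 37 °C), then 15 min with luciferase substrate and luminescence imaging.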
# Gal4-VP16 FLuc: Gal4-VP16 reporter inhibition counter-screen | Drosophila S2 Gal4-VP16 UAS-luciferase, luminescence, 20 h | Potency, µM (series often up to 53.6 µM), without a hit: at the highest dose activity, negative = inhibition, hits mostly inhibitors | hit rate 3.5% among 310,000;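 note: Gal4-VP16 expression switched on by copper sulfate through the metallothionein promoter; potency is the fitted concentration of half-maximal effect; % is set by controls: 0 for no effect and ±100 for the full control effect; nearly all actives have a fitted effect of over 50% in size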
# RORgamma inh: inhibitors of mouse ROR gamma transcriptional activity; P51450; Drosophila S2 Gal4-RORgamma UAS-luciferase reporter, 20 h; Potency, µM (doses to about 53.6 µM), inactives show at the highest dose activity change, negative = inhibition, hits mostly inhibitors; hit rate 5.4% among 310,000; note: potency is the fitted concentration of half-maximal effect; % is set by controls: 0 for no effect and ±100 for the full control effect; nearly all actives have a fitted effect of over 60% in size
#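 Luminescence from a UAS-regulated Photinus luciferase reporter in stably transfected Drosophila Schneider cells is measured; decreased signal marks ROR gamma inhibition. Fusion expression is induced by 700 uM copper sulfate for 20 hr.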
# NPC1 promoter act: activates the NPC1 promoter | Huh7 NPC1 promoter luciferase reporter, 24 h | Potency, µM (titrated, usually from 9.22 µM), without a hit: at the highest dose activation, most hits filed as activators | hit rate 2.4% among 320,000;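 note: potency is the fitted concentration of half-maximal effect; % of control where 0% means no effect; nearly all actives have a fitted effect of over 60% in size; reporter is driven by a mutant NPC1 promoter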
#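 Luminescence from an NPC1 promoter-driven luciferase reporter in stably transfected Huh7 cells was measured after 24 h compound treatment at 37 °C, followed by 10 min ambient incubation with luciferase detection reagent.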
# FLuc counter: inhibits or activates purified firefly luciferase, miR-21 counter-screen | Potency, µM (titrated, usually from 57.5 µM), for inactives: top-dose activity change, negative = inhibition, most hits filed as inhibitors | P08659 | AID 588342 | hit rate 6.9% among 360,000 | purified FLuc, Km substrates, luminescence inhibition;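 note: potency is the fitted concentration of half-maximal effect; plate controls were vehicle for no effect and reference inhibitor for full effect; nearly all actives have a fitted effect of over 55% in size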
#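 Purified P. pyralis luciferase, 10 nM final, with Km-level 10 uM D-luciferin and 10 uM ATP in 50 mM Tris acetate pH 7.5, 10 mM Mg acetate, 0.01% Tween-20, 0.05% BSA; 6-point qHTS titration about 60 µM downward; luminescence read.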
# p53 reactivation: mutant p53 re-activation in reporter cells; H1299 p53-A138V BP100-luciferase reporter, luminescence, 24 h; Potency, µM (series often up to 92.2 µM), without a hit: at the top dose activity change, positive = activation, hits mostly activators; hit rate 0.063% among 320,000; note: potency is the fitted concentration of half-maximal effect; % of control where 0% means no effect; nearly all actives have a fitted effect of over 45% in size
#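 H1299 (p53-null), stable ts p53-A138V + BP100-Luc; 1000 cells/well, Opti-MEM/10% FBS; cpd 4 pt, 1:5; 24 h, 37 deg C, 5% CO2; detection reagent 10 min RT; luminescence.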
# ELG1 DNA repair: inhibitors of ELG1-dependent DNA repair in HEK293T cells; Potency, µM (highest dose often 46.1 µM), inactives show at the top dose activity change, negative = inhibition, usual class: inhibitors; AID 504467; hit rate 2.3% among 330,000; HEK293T ELG1-luciferase reporter, luminescence, 16 h; DNA damage induced by 5-fluorouridine; note: potency is the fitted concentration of half-maximal effect; % is set by controls: 0 for no effect and ±100 for the full control effect; nearly all actives have a fitted effect of over 55% in size
#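 5-Fluorouridine DNA damage + compound/DMSO, 2,000 cells/well, 16 h, 37 °C/5% CO2. ONE-Glo, 30 min RT, luminescence. Readout = decrease in reporter signal.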
# Tb PFK block: inhibitors of T. brucei phosphofructokinase. T. brucei PFK, ADP-Glo luminescence. Potency, µM (titrated, usually from 57.5 µM), without a hit: top-dose activity, negative = inhibition, most hits filed as inhibitors. hit rate 0.17% among 330,000. AID 485367;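 note: potency is the fitted concentration of half-maximal effect; 0% = uninhibited 1x PFK enzyme wells and -100% = no-enzyme wells; nearly all actives have a fitted effect of over 60% in size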
#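 ADP-Glo luminescence quantified ADP after 45 min at room temperature, with 1.25 nM T. brucei PFK, 0.1 mM ATP and 0.5 mM fructose-6-phosphate in pH 8.0 TEA buffer. qHTS titrations up to 57 µM; curves classified by quality.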
# TRPV1 ag: agonists of human vanilloid receptor 1 (TRPV1) | Q8NER1 | TRPV1-expressing cells, Fluo-8 calcium influx, agonist mode | activation, % at 8.33 µM | hit rate 0.19% among 320,000; in the data active = activation above about 80%; inconclusive = between about 30% and that limit; note: 0% is about no effect
# Target sequence (Q8NER1 whole entry, looked up): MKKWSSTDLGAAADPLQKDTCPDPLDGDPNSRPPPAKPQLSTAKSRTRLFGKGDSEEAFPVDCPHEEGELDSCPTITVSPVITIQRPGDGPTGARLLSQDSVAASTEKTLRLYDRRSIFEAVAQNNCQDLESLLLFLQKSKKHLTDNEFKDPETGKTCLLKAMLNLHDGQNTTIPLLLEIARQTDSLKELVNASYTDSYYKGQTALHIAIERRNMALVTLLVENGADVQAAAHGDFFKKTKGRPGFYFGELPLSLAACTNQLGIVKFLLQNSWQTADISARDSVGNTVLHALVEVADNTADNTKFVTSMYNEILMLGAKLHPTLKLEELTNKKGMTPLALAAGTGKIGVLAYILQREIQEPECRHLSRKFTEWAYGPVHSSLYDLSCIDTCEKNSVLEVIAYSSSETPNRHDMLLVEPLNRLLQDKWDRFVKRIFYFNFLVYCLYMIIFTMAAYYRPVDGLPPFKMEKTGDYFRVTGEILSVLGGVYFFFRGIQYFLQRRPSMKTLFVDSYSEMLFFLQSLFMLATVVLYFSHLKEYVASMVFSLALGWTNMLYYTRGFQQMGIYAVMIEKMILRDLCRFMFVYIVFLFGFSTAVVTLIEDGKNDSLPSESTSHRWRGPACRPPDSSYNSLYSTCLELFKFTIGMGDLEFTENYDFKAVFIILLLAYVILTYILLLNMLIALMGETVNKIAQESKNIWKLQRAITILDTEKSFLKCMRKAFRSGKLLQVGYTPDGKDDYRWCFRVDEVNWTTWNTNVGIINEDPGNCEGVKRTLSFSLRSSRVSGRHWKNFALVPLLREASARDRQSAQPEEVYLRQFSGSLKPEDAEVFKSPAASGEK
#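 TRPV1-expressing cells were cultured overnight at 35.5C and loaded with Fluo-8 calcium dye for 40 to 90 min at room temperature. After a 10 s baseline, compound was added and calcium influx was read kinetically for 3 min (ex 480/em 520 nm).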
# ELG1 genotox: inducers of genotoxicity in HEK293T ELG1-luciferase cells. HEK293T ELG1-luciferase reporter, luminescence, 16 h. Potency, µM (doses to about 46 µM), inactives show at the highest dose activity change, positive = activation, actives largely listed as activators. hit rate 1.3% among 330,000. AID 504466; note: potency is the fitted concentration of half-maximal effect; % of control where 0% means no effect; nearly all actives have a fitted effect of over 60% in size
#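 Step 1: seed 2,000 HEK293T ELG1-luciferase cells per well. Step 2: add compound or DMSO, incubate 16 hr at 37 °C. Step 3: ONE-Glo, 30 min at room temperature, read luminescence.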
# * = called active by the depositor; u = inconclusive; x = not tested or not shown; [ ] = remark or other dose. Unless noted, calls come from the whole dose curve; as a rule, active = well fitted curve in the direction sought with a large enough effect; inconclusive = small, poorly fitted or top-dose-only effect, or another doubt; inactive = no such curve, though single readings can be large; an effect the other way counts as inactive or inconclusive.
SMILES,Rab9 prom act,BRCA1 expr up,Gal4-VP16 FLuc,RORgamma inh,NPC1 promoter act,FLuc counter,p53 reactivation,ELG1 DNA repair,Tb PFK block,TRPV1 ag,ELG1 genotox
Cc1ccc2c(C)c(C(=O)N3CCN(c4cnccn4)CC3)oc2c1C,9%,-1%,2%,23%,2%,u,-10%,8%,3%,10,-5%
O=C(OCC(=O)N1CCC(c2ccccc2)=N1)c1ccc([N+](=O)[O-])s1,-3%,-76%[inhibitor],x,x,1%,3%,-19%,8%,-18%,12,-1%
COc1cccc(-c2nnc(SCC(=O)N3CC(C)CC(C)C3)o2)c1 (centres undefined),-9%,7%,5%,17%,0%,2%,-4%,-12%,0%,-1,-2%
CSc1nnc(NC(=O)c2ccc(S(=O)(=O)N3CCOCC3)cc2)s1,u,78%,9%,3%,u,u,8%,u,2%,12,u
O=c1[nH]c(S)nc2sc3c(c12)CCCC3,-3%,39%,-20%,13µM*,0%,u,0%,6%,-6%,-4,1%
CCOn1c(=O)c(-c2cccc([N+](=O)[O-])c2)[n+]([O-])c2ccccc21,-2%,-18%,-4%,-23%,-5%,1%,16%,10%,1%,-3,0%
CC(C)(C)c1ccc(OCC(=O)NN2Cc3ccccc3C2=N)cc1,12%,1%,-1%,-10%,-9%,u,8%,23%,2%,1,-4%
Cc1ccc(NC2=C(Cl)C(=O)OC2OC(=O)c2ccc(C)cc2)cc1 (centres undefined),-2%,0%,-23%,33%,1%,4%,10%,-21%,-2%,12,13%
Cc1cc(NC(=O)CS(=O)(=O)c2c[nH]c3ccccc23)no1,1%,-3%,0%,9%,-4%,1%,-12%,11%,2%,0,-2%
Cc1oc(-c2cccc(Cl)c2)nc1CN1CCC(C(=O)NCC2CCCO2)CC1 (centres undefined),2%,0%[1.84 µM],6%,-24%,-1%,-1%,-5%,-13%,1%,4,0%
COc1ccc(C)cc1S(=O)(=O)Nc1cccc(-c2cn3cccnc3n2)c1,4%,-50%,1%,28%,-9%,-7%,-12%,0%,1%,-2,1%
O=C1c2ccccc2C(=Nc2ccccc2)C1c1cccc(Br)c1 (centres undefined),4%,1%,-10%,-18%,0%,3%,3%,0%,0%,u,1%
CC(=O)c1ccccc1NC(=O)COc1ccc(N(C)S(=O)(=O)c2ccc(C)c(C)c2)cc1,-3%,-45%,x,x,-1%,1%,-6%,u,-3%,-6,0%
Cc1ccsc1C(=O)OCC(=O)NC1CCS(=O)(=O)C1 (centres undefined),13%,14%,-12%,-2%,0%,3%,3%,9%,0%,-1,30%
CCc1nnc(NC(=O)CCC(=O)NCCc2ccc(OC)c(OC)c2)s1,2%,-10%,6%,-1%,-5%,-1%,-1%,14%,-1%,2,6%
O=C(Nc1cnn(Cc2ccc(F)cc2)c1)c1cc(-c2cccs2)on1,7%,-35%,-24%,u,-3%,-3%,-4%,u,-1%,-6,u
Cc1cc(=O)oc2c(C)c(OCC(=O)N(C)C)ccc12,-1%,2%,5%,0%,2%,2%[2.3 µM],-6%,15%,0%,0,5%
CC(=O)Nc1ccc(S(=O)(=O)N2CCN(C(=O)c3ncoc3-c3ccccc3F)CC2)cc1,3%,-7%,0%,7%,-2%,1%,-1%,u,u,1,2%
COc1ccc(Nc2ccccc2C(=O)O)cc1,9%,62%,1%[10 µM],u,8%,0%,-1%,13%,-7%,-3,10%
O=C(CNC(=O)c1ccccc1)OCC(=O)N1c2ccccc2Sc2ccccc21,3%,-11%,-19%,u,1%,-3%,-5%,-5%,-12%,18,-3%
O=C(COc1ccc2ccc(=O)oc2c1)OCc1ccccc1,12%,-1%,4%[10 µM],-5%,-5%,-18%,14%,-11%,-2%,5,-2%
CCCCc1nc2sc3c(=O)n(N)cnc3c2c2c1CCCC2,-1%,-5%,-4%,-6%,-2%,3%,5%,5%,-11%,-4,1%
COc1ccc(/C=C(\NC(=O)c2ccc([N+](=O)[O-])cc2)C(=O)N2CCOCC2)cc1,4%,-1%,0%,7%,2%,6%,-1%,5%,3%,-1,1%
COc1ccc(C(=O)NC(=S)NNC(=O)[C@H]2C[C@@H]2c2ccccc2)cc1OC,-10%,-74%,u,u,-2%,0%,1%,0%,-5%,2,u
COc1ccc(CC(=O)OC(C)C(=O)Nc2c(C)n(C)n(-c3ccccc3)c2=O)cc1OC (centres undefined),x,-13%,x,x,x,x,-3%,14%,4%,x,0%

# Later entries:
SMILES,Rab9 prom act,BRCA1 expr up,Gal4-VP16 FLuc,RORgamma inh,NPC1 promoter act,FLuc counter,p53 reactivation,ELG1 DNA repair,Tb PFK block,TRPV1 ag,ELG1 genotox
c1ccc(CNCc2ccco2)cc1,-6%,-3%,x,x,0%,1%,x,0%,1%,2,0%
CSc1nnc(CCNS(=O)(=O)c2ccc(Br)cc2)n1C,-1%,-6%,-2%,0%,-6%,1%,4%,20%,-1%,-3,4%
CCCCCOc1ccc(NC(=O)CSc2cccc3cccnc23)cc1,2%,-1%,u,u,1%,-5%,6%,0%,-5%,-2,5%
CC1(C)CC(=O)C2=C(C1)c1c(ccc3ccccc13)NC2c1ccco1 (centres undefined),-3%,0%,-4%,u,0%,u,5%,-19%,-26%,8,-3%
CC(SC1CCCC1)C(=O)Nc1ccnn1C(C)C (centres undefined),-2%,0%,-4%,-4%,0%,0%,1%,-5%,2%,4,-1%
Cc1cccc(NC(=O)NNC(=O)c2ccc3ccccc3c2)c1,-4%,3%,-9%,10%,-3%,3%,15%,7%,-6%,3,6%
O=C(COc1ncnc2scc(-c3ccc(Cl)cc3)c12)NCc1ccco1,0%,-23%,-9%,u,1%,4%,-38%[inhibitor],-29%,1%,-2,-6%
O=C(CCC(=O)N1CCOCC1)NCCc1ccccc1,25%,55%,x,x,24%,-10%,u,u,0%,3,5%
COCCSc1nnc(-c2cccc(C#N)c2)n1C,6%,12%,0%,17%,1%,0%,1%,9%,0%,0,-4%
CCn1ncc(/C=N/NS(=O)(=O)c2ccc(Cl)cc2)c1C,5%,9%,0%,28%,-3%,1%,-3%,-13%,1%,-2,-5%
COC(=O)c1ccc(NC(=O)CSc2nc(N)c(NC(=O)c3ccc(Br)o3)c(=O)[nH]2)cc1,-4%,1%,0%,6%,1%,u,12%,11%,-7%,-3,4%
Cc1ccc(NC(=O)CCCC(=O)O)c(Br)c1,0%,-10%,0%,18%,-4%,5%,1%,7%,0%,3,2%
CCCCCC(=O)Nc1ccc(Cl)cn1,29%,70%,-13%,40%,u,-24%,6%,u,2%,x,16%
Cc1ccc(SCC(=O)OCC(=O)NC2CCCCCC2)cc1,9%,5%,-9%,-17%,3%,0%,1%,-12%,2%,24,2%
COc1ccc(-c2sc3ccc(OC)cc3c2C#CCCO)cc1,-6%,-49%,-14%,-44%,18%,-17%,x,-24%,1%,7,4%
OCCNc1nc2ccccc2n1-c1ccccc1,-4%,16%,11%,17%,-2%,4%[2.3 µM],-4%,-1%,-6%,3,-2%
O=C(c1cccs1)N(c1cccc(Cl)c1)C1C=CS(=O)(=O)C1 (centres undefined),0%,-18%,0%,15%,-5%,-1%,-2%,8%,0%,-7,-6%
CC(C)(C)CC(C)(C)NC(=O)/C=C/C(=O)O,-5%,4%,3%,-19%,2%,7%,-1%,-2%,2%,1,-2%
O=C(c1ccc(S(=O)(=O)N2CCOCC2)cc1)N(c1ccccc1)C1C=CS(=O)(=O)C1 (centres undefined),1%,3%,24%,21%,-1%,1%,7%,-3%,-4%,0,-2%
CCOc1ccc(N2CC(C(=O)Nc3cc(Cl)ccc3-n3cncn3)CC2=O)cc1 (centres undefined),-1%,-26%,x,x,0%,2%,-1%,0%,-2%,u,2%
Cc1cc(NC(=O)COC(=O)C2=COCCO2)c([N+](=O)[O-])cc1C,2%,6%,-24%,9%,-1%,u,4%,9%,-6%,5,7%
COc1ccc(C(=O)N/N=C2\CCc3ccccc32)cc1OC,-32%[inhibitor],40%,1%,6%,4%,-11%,6%,-5%,8%,2,14%
O=Cc1ccccc1OCCOc1ccc([N+](=O)[O-])cc1,-4%,9%,5%,-1%,-6%,-24%,u,9%,-8%,6,0%
CCCCCCc1ccc(N2C[C@H](CCCCC)[C@@H](CC(=O)NCc3ccc(OC)cc3)C2=O)cc1,-5%,-38%,-4%,-5%,-8%,-2%,18%,-5%,0%,u,2%
